# Compound activity: PubChem BioAssay, several laboratories
# PriA SSB inh: inhibitors of Klebsiella pneumoniae PriA binding to SSB C-terminal tail; AlphaScreen SSBct-PriA binding, biotinylated peptide; inhibition, % at 33 µM; actives 0.6% (n = 430,000); AID 1272365; in the data active means inhibition mostly above about 37%, no sharp cut-off; inactive means mostly below about 20%;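 further: plate controls were negative control peptide for no effect and reference peptide for full effect; strong numbers were not always called active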
# BoNT A protease: inhibitors of Botulinum neurotoxin A light chain protease | multiplex microsphere protease substrate cleavage, flow cytometry | inhibition, % at 10 µM | actives 0.17% (n = 360,000) | AID 588499; further: plate controls were buffer without enzyme for full effect and enzyme alone for no effect
# SARS 3CLpro inh: SARS-CoV 3CLpro protease inhibition. P0C6X7. recombinant SARS-CoV 3CLpro, quenched FRET peptide cleavage. inhibition, % at 6 µM. actives 0.14% (n = 290,000); in the data active means inhibition above about 12%
# TcdB GH inh: TcdB glycohydrolase inhibition; inhibition, % at 9.99 µM; TcdB glycohydrolase enzymatic assay, plate reader; AID 652162; actives 0.24% (n = 350,000); P18177; in the data active means inhibition above about 10%
# Target sequence (P18177 whole entry, looked up): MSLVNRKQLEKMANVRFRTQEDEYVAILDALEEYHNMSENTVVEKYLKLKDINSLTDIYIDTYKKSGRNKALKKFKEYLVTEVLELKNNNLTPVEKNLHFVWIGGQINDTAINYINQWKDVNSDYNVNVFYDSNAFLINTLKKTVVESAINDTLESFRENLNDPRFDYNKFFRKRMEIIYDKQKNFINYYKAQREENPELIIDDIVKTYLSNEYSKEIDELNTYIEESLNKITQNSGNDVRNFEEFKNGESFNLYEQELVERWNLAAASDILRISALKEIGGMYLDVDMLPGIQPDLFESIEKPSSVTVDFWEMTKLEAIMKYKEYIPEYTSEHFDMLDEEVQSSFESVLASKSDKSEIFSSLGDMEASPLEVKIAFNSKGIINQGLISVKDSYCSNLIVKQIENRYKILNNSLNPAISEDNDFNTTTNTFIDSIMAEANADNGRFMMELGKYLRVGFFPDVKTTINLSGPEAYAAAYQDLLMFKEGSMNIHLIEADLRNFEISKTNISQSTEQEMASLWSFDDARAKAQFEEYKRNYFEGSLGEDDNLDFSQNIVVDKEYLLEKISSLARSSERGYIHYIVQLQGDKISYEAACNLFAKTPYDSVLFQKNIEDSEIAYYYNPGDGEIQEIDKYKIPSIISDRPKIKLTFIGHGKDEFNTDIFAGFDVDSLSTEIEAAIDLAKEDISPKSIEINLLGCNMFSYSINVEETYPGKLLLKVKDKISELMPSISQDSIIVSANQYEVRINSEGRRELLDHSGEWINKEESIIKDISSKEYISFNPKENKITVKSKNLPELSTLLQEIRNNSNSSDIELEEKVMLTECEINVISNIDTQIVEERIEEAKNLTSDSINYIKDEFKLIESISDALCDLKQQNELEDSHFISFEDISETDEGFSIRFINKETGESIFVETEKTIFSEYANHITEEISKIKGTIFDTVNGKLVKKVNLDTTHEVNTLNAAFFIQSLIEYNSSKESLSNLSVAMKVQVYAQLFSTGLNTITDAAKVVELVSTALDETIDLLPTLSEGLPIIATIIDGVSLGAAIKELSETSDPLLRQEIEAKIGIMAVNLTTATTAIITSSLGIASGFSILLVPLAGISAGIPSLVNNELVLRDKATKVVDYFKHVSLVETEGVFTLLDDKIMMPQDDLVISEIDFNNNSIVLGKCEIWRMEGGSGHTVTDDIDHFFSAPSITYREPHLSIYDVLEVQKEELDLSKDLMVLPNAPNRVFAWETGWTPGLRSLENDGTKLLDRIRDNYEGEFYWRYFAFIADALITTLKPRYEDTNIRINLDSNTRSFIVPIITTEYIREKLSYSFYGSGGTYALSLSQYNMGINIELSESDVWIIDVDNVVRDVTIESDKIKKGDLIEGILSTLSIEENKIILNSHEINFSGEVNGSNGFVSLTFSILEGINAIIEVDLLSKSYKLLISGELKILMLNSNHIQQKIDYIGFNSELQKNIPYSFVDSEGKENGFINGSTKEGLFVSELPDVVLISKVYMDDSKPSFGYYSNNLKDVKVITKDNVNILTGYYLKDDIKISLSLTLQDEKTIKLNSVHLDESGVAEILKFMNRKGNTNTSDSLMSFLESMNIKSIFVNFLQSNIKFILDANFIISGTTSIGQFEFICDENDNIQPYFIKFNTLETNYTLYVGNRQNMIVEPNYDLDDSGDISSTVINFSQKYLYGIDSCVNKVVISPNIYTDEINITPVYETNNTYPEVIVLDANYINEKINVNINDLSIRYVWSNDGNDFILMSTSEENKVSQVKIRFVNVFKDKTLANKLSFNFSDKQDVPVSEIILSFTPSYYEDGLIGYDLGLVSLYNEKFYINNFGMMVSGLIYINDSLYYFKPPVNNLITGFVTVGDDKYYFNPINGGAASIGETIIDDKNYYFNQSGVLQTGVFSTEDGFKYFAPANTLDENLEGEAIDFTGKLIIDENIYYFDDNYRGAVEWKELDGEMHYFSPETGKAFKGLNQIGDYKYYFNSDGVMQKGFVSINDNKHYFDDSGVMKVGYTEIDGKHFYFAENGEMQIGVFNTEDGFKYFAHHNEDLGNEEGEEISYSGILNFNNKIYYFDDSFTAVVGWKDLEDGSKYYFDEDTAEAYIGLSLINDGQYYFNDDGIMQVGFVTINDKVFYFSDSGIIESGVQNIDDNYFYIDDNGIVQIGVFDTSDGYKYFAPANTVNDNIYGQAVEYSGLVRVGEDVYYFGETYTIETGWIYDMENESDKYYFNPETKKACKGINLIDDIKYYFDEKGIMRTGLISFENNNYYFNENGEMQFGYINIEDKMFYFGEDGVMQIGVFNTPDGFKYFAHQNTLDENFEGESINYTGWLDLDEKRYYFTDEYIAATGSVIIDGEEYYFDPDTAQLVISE
# PfHsp40 rescue: rescue of PfHsp40-mediated yeast toxicity; S. cerevisiae expressing PfHsp40, growth rescue, ATP luminescence; growth rescue, % at 12.5 µM; actives 0.68% (n = 340,000); in the data active means growth rescue above about 28%, passing the limit was not always enough;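 further: yeast W303a lacking pdr1 and pdr3 grown in galactose medium; growth measured after three days at 30 °C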
# Y pestis TopoI: Y. pestis Topo-I inhibition via cleavage products; Y. pestis Topo-I cleavage product accumulation, plate reader; activity, % at 10 µM; actives 0.064% (n = 360,000); in the data active means activity above about 50%, passing the limit was not always enough; further: inactives centre near 2
# BH1578 lux ind: inducers of Vibrio cholerae quorum light production without autoinducers | V. cholerae BH1578 lux reporter, luminescence, 6 h | activation, % at 18.7 µM | actives 0.16% (n = 350,000) | AID 588436; in the data active means activation mostly above about 9.7%, no sharp cut-off; further: not every result past the cut was called active; inactives centre near 0; reference of the scale not given here
# Anthrax LF prot: inhibitors of Bacillus anthracis lethal factor protease; P15917; multiplex microsphere protease cleavage assay, LF; inhibition, % at 10 µM; actives 0.12% (n = 360,000); AID 588501; further: plate controls were buffer without enzyme for full effect and enzyme alone for no effect
# PrPC surface inh: reduces human prion protein on the cell surface; P04156; AID 720596; cell surface PrPC, TR-FRET read-out; inhibition, % at 13.8 µM; actives 0.43% (n = 370,000); in the data active means inhibition above about 24%; further: 0% = median of the test wells and 100% = reference compound wells
# * = called active by the depositor; i = inactive; / = not tested or not shown; & = joins results of further samples. Unless noted, no stated cut-off is given here; in the data, active means inhibition above about 30%; inconclusive means no clear call, values can overlap the other calls; inactive means below that. An excerpt; rates above refer to the full screens.
# Below each compound – PriA SSB inh, BoNT A protease, SARS 3CLpro inh, TcdB GH inh, PfHsp40 rescue, Y pestis TopoI, BH1578 lux ind, Anthrax LF prot, PrPC surface inh
CCC(C)c1ccccc1NC(=O)c1cc(C)no1 (stereo unspecified)
    -5.6, -1.1, 3.9, 0.3, -2.0, 2.2, -4.0, -2.2, -4.5
COc1ccc(C(=O)N2CCSC2=S)cc1OC
    6.7, -0.2, 0.7, /, 0.8, 3.0, 1.0, 1.3, 2.6
CCCC(c1nnnn1Cc1ccc(OC)cc1)N1CCN(c2ccccc2)CC1 (stereo unspecified)
    4.9, 0.8, -2.4, /, -0.5, 25.7, 0.7, -2.7, 12.3
O=C(CCNS(=O)(=O)c1ccccc1)NNC(=O)c1cccc(Cl)c1
    -3.2, /, /, 1.4, 1.8, 12.1, i, /, 0.8
COC(=O)c1ccc(OCC(=O)N2CCCc3ccccc32)cc1
    -8.1, 1.3, 2.5, 0.9, -0.8, 21.1, i, -0.7, -4.0
COC(=O)c1cn(C(=O)c2ccc(C)cc2C)c2ccccc12
    -9.0, 0.1, -4.7, 2.0, 0.7, 34.6, -0.5, 3.7, -3.4
CNS(=O)(=O)c1cccc(C(=O)NCC(c2cccs2)N(C)C)c1 (stereo unspecified)
    -6.9, 2.5, -1.4, /, -0.7, 7.7, i, -8.5, 3.0
CCCCNC(=O)CCn1nc(-c2ccc(Cl)cc2)c2ccccc2c1=O
    -11.3, 0.0, -1.0, 0.2, 0.0, 15.4, -0.2, -7.4, 0.9
CCc1ccc(OC2(C)CCN(Cc3ccccc3OC(F)F)C2)cc1 (stereo unspecified)
    /, -1.1, /, 1.9, /, 27.2, -0.4, -2.7, -2.2
CCC(C)NC(=O)c1ccccc1NC(=O)C1COc2ccccc2O1 (stereo unspecified)
    0.0, 0.1, -5.8, 2.4, 2.6, -4.6, -2.7, -1.7, 6.3
Cc1cc(C)cc(NS(=O)(=O)c2cc3[nH]c(=O)c(=O)[nH]c3cc2C)c1
    5.7, -1.1, 0.0, 1.4, -1.6, 10.2, 3.4, -4.1, -6.1
N=c1n(Cc2ccccc2)c2ccccc2n1Cc1ccccc1
    -2.3, 0.1, 3.0, /, -1.7, 3.0, -0.4, -0.2, 1.4
COc1ccc(C2CC(c3cccs3)=NN2C(=O)CSc2nc3ccccc3o2)cc1 (stereo unspecified)
    -2.4, 1.0, -2.1, /, 0.0, 28.5, i, -0.5, -1.4
COc1nn(CC(=O)N2N=C(C)CC2(O)C(F)F)cc1[N+](=O)[O-] (stereo unspecified)
    -6.7, 0.0, -2.5, /, 0.7, 10.3, i, 0.1, 7.5
Cc1ccc(Nc2n[nH]c(=S)s2)cc1
    /, -0.2, /, 2.0, /, -2.6, -1.4, 10.0, -4.8
Cc1nc(-c2ccccn2)sc1C(=O)Nc1ccc(F)cc1F
    -1.7, 0.4, -8.7, /, 0.8, 0.6, -0.3, -2.9, -5.1
O=C(Nc1ccccc1)c1ccc(CSc2ncccn2)cc1
    -7.3, -0.1, 1.0, /, 0.4, 8.1, -0.2, -2.1, 36.8*
CSc1ccc(S(=O)(=O)NCCOc2ccccc2C)cc1
    -27.1, 0.2, 5.2, 0.9, 5.1, 20.6, -6.2, -1.9, 2.2
CC1CCCCC12NC(=O)N(CC(=O)OCC(=O)NCc1ccc(F)cc1)C2=O (stereo unspecified)
    0.7, -0.8, /, -1.1, -0.9, -3.5, -0.2, -2.9, -1.1
COc1cccc(-c2c(C(=O)N/N=C/c3ccoc3)nnn2-c2nonc2N)c1
    /, -1.4, 3.4, 0.6, -0.2, -4.1, 1.0, -4.7, -0.3
CSCCC(NC(=O)COc1ccccc1)C(=O)OC(C)C(=O)Nc1ccccc1C (stereo unspecified)
    -4.7, 2.5, /, 2.2, 1.1, 6.8, i, -5.8, 2.4
CN1COc2ccc3ccccc3c2C1
    -8.2, -0.5, -1.8, 0.7, -0.5, 4.9, 6.7, -4.1, -4.1
CC(C)OCCCN1CN(S(=O)(=O)c2ccccc2)c2nc3ccccc3nc21
    10.6, 0.4, -1.7, /, 1.8, 6.0, i, -1.1, 1.9
COC(=O)Nc1ccc2c(c1)N(C(=O)CCN(C)C)c1ccccc1CC2
    3.5, -0.5, 1.3, 0.4, 0.7, -0.3, i, 12.3, -0.8
CC(=O)C1=C(C)N(Cc2ccccc2)C(=O)N[C@H]1CCc1ccccc1
    -3.6, 0.3, 1.3, 1.8, 1.1, -13.0, -0.6, -1.6, 5.7
COC(=O)c1cn(C(=O)c2cccc3ccccc23)c2ccccc12
    3.4, 0.4, 1.3, 1.9, 2.5, -4.9, -0.8, -17.1, 1.9
COc1ccc(NC(=O)C2Cc3c(-c4cccc(F)c4)ccnc3O2)cn1 (stereo unspecified)
    /, -0.1, /, 0.1, /, 14.5, -0.3, -2.7, 6.7
COc1ccc(-c2cc(=O)c3cc(OC)ccc3[nH]2)cc1
    -7.3, -0.3, 1.6, /, -0.1, -2.9, i, -1.9, /
Cc1ccc(OCC(=O)NCCNC(=O)c2cnccn2)cc1C
    -10.9, -0.6, 2.7, 0.5, -0.6, -1.8, -0.3, -2.0, -3.2
Cc1cc(C)cc(NC(=S)N2CCN(Cc3ccccc3)CC2)c1
    5.6, -0.7, 0.8, 0.5, 0.2, 9.8, -6.7, -1.8, -2.2

# Profiles, quoted from the list.
# Profile of CN1COc2ccc3ccccc3c2C1 = PriA SSB inh: -8.2; BoNT A protease: -0.5; SARS 3CLpro inh: -1.8; TcdB GH inh: 0.7; PfHsp40 rescue: -0.5; Y pestis TopoI: 4.9; BH1578 lux ind: 6.7; Anthrax LF prot: -4.1; PrPC surface inh: -4.1
# Profile of COc1ccc(NC(=O)C2Cc3c(-c4cccc(F)c4)ccnc3O2)cn1 (stereo unspecified) = PriA SSB inh: /; BoNT A protease: -0.1; SARS 3CLpro inh: /; TcdB GH inh: 0.1; PfHsp40 rescue: /; Y pestis TopoI: 14.5; BH1578 lux ind: -0.3; Anthrax LF prot: -2.7; PrPC surface inh: 6.7
# Profile of CCCCNC(=O)CCn1nc(-c2ccc(Cl)cc2)c2ccccc2c1=O = PriA SSB inh: -11.3; BoNT A protease: 0.0; SARS 3CLpro inh: -1.0; TcdB GH inh: 0.2; PfHsp40 rescue: 0.0; Y pestis TopoI: 15.4; BH1578 lux ind: -0.2; Anthrax LF prot: -7.4; PrPC surface inh: 0.9

# (further entries)
# Below each compound – PriA SSB inh, BoNT A protease, SARS 3CLpro inh, TcdB GH inh, PfHsp40 rescue, Y pestis TopoI, BH1578 lux ind, Anthrax LF prot, PrPC surface inh
Cc1ccc(CNCc2cc(Cl)ccc2O)cc1
    -14.2, -1.1, /, 0.2, 13.7, 0.9, -4.5, -3.1, -6.0
CCCc1nnc(NC(=O)CN2C(=O)c3ccccc3S2(=O)=O)s1
    -0.5, 0.8, 4.0, /, -0.4, 8.8, -0.3, -6.5, 4.8
Cc1ccc(NC(=O)Nc2ncnc3nc[nH]c23)cc1
    3.1, -0.5, -4.4, 1.2, -1.7, -2.1, i, 7.7, -3.7
Cn1cc(CC(=O)NCCCN2CCCC2=O)c2ccccc21
    -15.4, -0.5, /, 0.5, 0.4, 1.3, -0.2, -2.8, 6.0
COc1cccc(NC(=S)N2CCC(c3ccc(C)cc3)C2)c1 (stereo unspecified)
    -3.4, 3.4, -3.5, 1.3, 4.6, 14.1, i, -6.0, -5.1
O=C(NCc1ccc(OC(F)(F)F)cc1)c1cccc2c1C(=O)c1ccc(N3CCCCC3)cc1S2(=O)=O
    -2.9, 2.5, /, 1.2, -0.1, -2.2, -4.5, 7.9, -8.6
COc1ccccc1-n1c(=O)c(C#N)c(-c2ccc([N+](=O)[O-])cc2)c2cc(C(=O)c3cc(F)ccc3O)cnc21
    5.6, -0.2, -0.3, 1.1, 0.2, 6.0, 0.6, -6.0, -7.7
CC1CC(C)(C)N(C(=O)CN2C(=O)c3ccccc3C2=O)c2ccccc21 (stereo unspecified)
    12.1, 0.6, 0.5, /, 2.0, -4.4, -1.8, -0.8, -9.0
O=C1C=C(c2cccs2)CC(c2cccs2)C1n1cnc([N+](=O)[O-])c1 (stereo unspecified)
    -15.0, 0.3, -1.9, /, 0.9, 0.7, i, 1.8, -21.9
CCOC(=O)N1CCN(Cc2nc3cc(NC(=O)CC(C)C)ccc3n2C)CC1
    0.2, -0.9, -5.4, -1.1, -0.1, -5.3, i, 7.1, 5.1
Cc1ccc(NC(=O)C2CCCN(S(=O)(=O)c3c(C)noc3C)C2)c(C)c1 (stereo unspecified)
    -22.8, 0.5, 7.2, /, 0.4, -5.8, i, 1.3, 6.7
CSc1ccc(C(=O)C2CCCN(Cc3ccc(N4CCNC4=O)cc3)C2)cc1 (stereo unspecified)
    -2.8, 0.4, 5.5, -7.6, -0.3, 13.4, i, -1.7, -2.8
Cc1ccc(S(=O)(=O)Oc2ccccc2/C=N/Nc2ccc(C(=O)O)cc2)cc1
    i, 0.1, -0.3, 2.6, 4.3, 3.2, -0.7, 1.7, 3.6
Nc1cc(S(=O)(=O)Nc2ccc(Br)cc2)ccc1Cl
    -15.1, -1.1, 11.3, 1.1, 1.9, -2.9, i, -0.3, 7.1
Cc1ccccc1C(=O)NC1CCCN(Cc2ccccc2F)C1 (stereo unspecified)
    4.0, -3.3, -2.6, -1.7, -1.7, -4.9, 0.0, 0.5, 2.3
Cc1ccc(S(=O)(=O)N(C)N=O)cc1
    -5.5, 0.1, /, -0.1, -0.5, -5.3, -0.5, 5.6, 2.7
Cc1ccc(N2CC(C(=O)Nc3nccs3)CC2=O)cc1Cl (stereo unspecified)
    -5.5, -1.7, 6.3, /, 0.2, -1.2, -0.7, 0.6, 1.2
Cc1cc(C(=O)N2CCN(Cc3ccccc3)CC2)on1
    -20.8, -0.5, -4.4, -10.2, -1.6, -1.6, 0.0, -11.3, 0.6
Cn1cc(CNCc2ccccc2OCC(O)CN2CCc3ccccc3C2)cn1 (stereo unspecified)
    4.3, 0.1, 4.6, 0.6, -0.5, 6.2, -0.3, -3.4, -0.5
Cn1c(=O)c(C(=O)CN2CCCCCC2)c(N)n(Cc2ccccc2)c1=O
    2.8, 2.5, 2.1, -6.5, -0.9, 10.8, 1.6, -4.6, 0.4
COc1cccc(C=NNC(=O)CCCC(=O)NN=Cc2cccc(OC)c2)c1
    -15.5, -0.2, /, 0.7, -1.1, 12.1, i, 1.7, -10.3
O=C(CN(Cc1ccccc1)C(=O)c1csnn1)NCCc1ccccc1
    6.1, 0.8, -1.8, 1.0, 1.7, -0.5, -0.4, 0.7, -9.6
O=C(Cc1ccccc1)Nc1ccccc1N1CCCC1
    6.1, -0.1, -0.5, /, 1.0, 0.2, i, -1.3, 0.3
COc1ccccc1-c1oc2ccccc2c1C#CCCO
    -17.5, -0.2, /, /, 14.2, 15.4, -4.5, -8.2, 0.9
CN(C)c1ccc(NC(=O)CN2CCC(C(=O)c3ccc(F)cc3)CC2)cc1
    12.1, -0.4, -3.7, -22.8, -1.2, -4.1, 0.2, -1.3, /
CC(OC(=O)c1cccnc1)C(=O)NCc1ccc2c(c1)OCO2 (stereo unspecified)
    -23.3, -0.4, -2.1, /, -1.5, -2.8, i, 1.3, -2.7
CCN(CC(=O)Nc1c(F)cccc1F)C(=O)C1CCCO1 (stereo unspecified)
    /, -0.9, /, 0.1, /, -1.7, i, -1.6, -5.7
COC(=O)NCCOc1cc(C)ccc1C
    9.8, 0.1, -0.2, 0.3, 1.4, 1.6, i, -2.0, -1.4
CCn1c(N2CCC(Cc3ccccc3)CC2)nc2c1c(=O)[nH]c(=O)n2C
    -7.0, 0.9, 1.3, /, 2.3, 32.8, i, -1.3, 8.7
COc1ccc(NC(=O)N(C)C[C@H]2Oc3ccc(NC(=O)Nc4ccc5c(c4)OCO5)cc3C(=O)N([C@H](C)CO)C[C@@H]2C)cc1
    16.9, -0.1, /, 0.8&0.0, 54.3*, 4.2, -1.0, -11.4, 8.6
CC1(C)OC(=O)C=C[C@]2(C)[C@H]3CC[C@@]4(C)[C@H](C(=O)O)OC(=O)[C@H]5O[C@]54[C@]3(C)C(=O)C[C@@H]12
    -6.8, -0.4, /, -0.2, -1.1, -1.7, 0.4, -8.1, 1.6
CCc1ccc(-n2c(SCC(=O)Nc3cc(C)[nH]n3)nc3[nH]ncc3c2=O)cc1
    -5.7, 0.3, 2.2, /, -1.1, -9.3, -1.0, -4.0, 12.6
